# LDHA block – LDHA (human) enzyme inhibition; P00338; purified LDHA, NADH/diaphorase-resazurin fluorescence; stronger effect = lower value; activity change, % (values are at about 110 or 230 µM); 480,000 tested, 0.15% active; in the data active = activity change below about -30%; inconclusive = mostly about -25% to -30%;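 also: plate controls were DMSO wells for no effect and wells without enzyme for full effect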
#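 Resorufin fluorescence (ex540/em590), read at 0 and 20 min after diaphorase/resazurin addition, reports the NADH left after a 5 min room-temperature reaction of 2 nM human LDH5 with 0.06 mM NADH and 0.2 mM pyruvate.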
# Starred values were filed as active, the others as inactive; ? = inconclusive. Some of the compounds tested, so the mix of outcomes need not match the whole.
SMILES,LDHA block
O=C(COC(=O)c1ccc(NC(=O)c2cccs2)cc1)c1ccccc1,-4.6
COc1ccccc1C(=O)NC1CCC(C)CC1 (stereo not drawn),-0.9
O=C(NC(NC(=O)c1ccccc1)c1cccc(I)c1F)c1ccccc1,?
CC(C)(C)c1ccc(OCc2nn3c(-c4ccncc4)nnc3s2)cc1,3.8
Cc1nn(CC(=O)Nc2ccc(N3CCCC3)cc2)c(=O)c2ccccc12,-7.3
O=C(OCC#CCSc1nnc(-c2cccc3ccccc23)o1)c1ccc(Cl)c(C(F)(F)F)c1,-2.1
Cc1ccc(NC(=O)CSC2CCCC2)c(Br)c1,-1.6
CCOC(=O)c1ccc(NC(=O)c2cc(=O)c3cc(C)c(C)cc3o2)cc1,4.8
CC(C)CC(NC(=O)C(C)NC(=O)OCc1ccccc1)c1ccccc1 (stereo not drawn),5.7
CCOc1ccc(CN(C)C(=O)c2n[nH]c(=O)c3ccccc23)cc1,-8.1
N#Cc1ccc(OCc2cccc(C(F)(F)F)c2)cc1,9.2
Cc1ccc(C(=O)OCC(=O)c2cc(C)ccc2C)cc1,-10.0
CC(=O)c1ccc(NC(=O)c2cccc(N(C)C)c2)cc1,-19.9
Cc1ccc(S(=O)(=O)N2[C@@H](CO)CO[C@H]2CC(=O)OCc2ccccc2)cc1,4.2
O=C1NC[C@@H](CCCCN2C[C@H](Cc3ccccc3)N(CCC3CCCCC3)C(=O)C2=O)N(CC2CCCCC2)C1=O,0.5
CCOC(=O)c1c(C)[nH]c(C(=O)COc2cc(Cl)ccc2Cl)c1C,-3.6
COc1ccc(N2c3ccccc3CN(Cc3ccccc3)[C@@H](C)[C@H]2Cc2ccc(-c3ccccc3)cc2)cc1,1.5
COc1ccc(-c2c(C)oc3cc(OCC(=O)Nc4ccc5c(c4)OCCO5)ccc3c2=O)cc1,0.7
Cc1c(Cl)cccc1NC(=O)C(C)N1CCC(C(=O)NCc2ccccc2)CC1 (stereo not drawn),5.5
COc1ccc2c(c1)C(CC(C)=O)N(c1ccc(-c3cccnc3)cc1)C(c1ccsc1)=C2 (stereo not drawn),9.2
O=S1(=O)CC(O)C(O)CS1 (stereo not drawn),-3.1
CCOC(=O)c1c(C)[nH]c(C(=O)OCc2ccc(C(=O)OC)cc2)c1C,-19.3
CCCOc1cc(C)c(Cl)cc1S(=O)(=O)N1CCCCC1,2.4
Cc1ccc(N(C)S(=O)(=O)c2ccc(/C=C\c3onc(C)c3NC(=O)C3CC3)cc2)cc1C,2.4
Cc1cc(C)c(C(=O)Nc2ccccc2)c(SCC(=O)NC2CCCCC2)n1,9.2

# Next section:
SMILES,LDHA block
Cc1cc(C)c(NC(=O)c2ccc3c(c2)CCC3)c(Cl)c1,6.7
Clc1cccc(-c2nnc3sc(Cn4cccn4)nn23)c1Cl,-4.5
CC(NC(=O)CCCc1c[nH]c2ccccc12)c1ccncc1 (stereo not drawn),-11.2
CCc1c(C)nc(SCC(=O)Nc2oncc2-c2ccccc2)[nH]c1=O,2.7
CC(C)n1nccc1NC(=O)COc1ccc(C#N)cc1Cl,2.2
O=C(N/N=C/c1ccccc1Br)c1csc2ccccc12,1.3
Cc1sc(C)c(CNc2ccccc2)c1CNc1ccccc1,11.5
Cc1cccc(NC(=O)C(C#N)C(=O)CC(C)C)c1 (stereo not drawn),5.3
COc1ccc(OC(=O)c2cc3ccccc3oc2=O)cc1,-6.5
COC(=O)c1cc2c(Cl)c(Cl)ccc2[nH]1,-3.4
CC1CCCN(S(=O)(=O)c2cc3ccccc3oc2=O)C1 (stereo not drawn),-0.1
CS(=O)(=O)c1ccc(Cl)c(NC(=O)c2cnccn2)c1,5.9
O=C(Cn1cc(C(=O)c2ccccc2)c2ccccc21)NCc1ccccc1,-35.4*
Cc1cccc(-n2nnnc2SCc2cc(=O)oc3cc(O)ccc23)c1,11.3
O=C(Cc1cnc(-c2ccccc2F)s1)Nc1nccs1,15.6
Cc1ccc(NC(=O)c2c(C)oc(C)c2C)c(O)c1,-3.9
CC(C)N(C(=O)COc1ncnc2ccccc12)c1ccccc1,-6.7
CCN(CC(=O)Nc1ccc(NC(C)=O)cc1)C(=O)c1nn(-c2ccccc2)c2c1CCC2,2.5
CNS(=O)(=O)Cc1ccc(CNC(=O)NC(C)CO)cc1 (stereo not drawn),4.5
Cc1ccc(CN(CC(=O)N2CCc3ccccc3C2)S(=O)(=O)c2ccc(Cl)cc2)cc1,4.0
CN(C)c1ccc(NC(=O)CC(c2ccccc2)c2ccccc2)cc1,7.2
Cc1cc(C)nc(Nc2nc(C)c3cc(C)c(C)cc3n2)n1,-4.4
CCOC(=O)C1=CCN(S(=O)(=O)c2ccc(F)cc2)C1c1ccc(F)cc1 (stereo not drawn),1.3
O=C(Cn1nc(-c2cccs2)c2ccccc2c1=O)Nc1ccc(N2CCCCC2)cc1,9.9
CCN(CC(=O)NC(=O)Nc1ccccc1)C(C)c1ccc(C#N)cc1 (stereo not drawn),-3.4

# Some of these compounds in order of heavy-atom count, ascending:
SMILES,LDHA block
O=C(Cc1cnc(-c2ccccc2F)s1)Nc1nccs1,15.6
COc1ccc(OC(=O)c2cc3ccccc3oc2=O)cc1,-6.5
CC(NC(=O)CCCc1c[nH]c2ccccc12)c1ccncc1 (stereo not drawn),-11.2

# Next section:
SMILES,LDHA block
CC(C)(C)n1nnnc1SCC(=O)N1N=C(c2cc3ccccc3o2)CC1c1ccco1 (stereo not drawn),4.7
CCOC(=O)N1CCN(CC(=O)Nc2oc3ccccc3c(=O)c2-c2ccc(C)cc2)CC1,-1.9
C=CCc1c(C)nc(Nc2nc(C)c3ccccc3n2)[nH]c1=O,-2.8
C=C(C)CC1NC2CC(C)(C)C1c1c(Br)ccc(Br)c12 (stereo not drawn),-0.6
CC(C)C[C@H]1CN(CCCC[C@H]2CNC(=O)C(=O)N2CCc2ccccc2)C(=O)C(=O)N1CC1CCCCC1,-4.0
CC(C)CC1=NN(C(=O)CSCc2ccccc2Cl)C(O)(C(F)(F)F)C1 (stereo not drawn),-1.7
CCOC(=O)c1c(C)n(CC)c2ccc(OC(=O)c3ccccc3)cc12,9.2
O=C1CCSc2ccc3ccccc3c21,0.3
Cc1ccc2nc(-c3cccnc3)cc(C(=O)NC3CC3)c2c1,-6.8
Cc1ccc(NC(=O)Nc2c[nH]c(=O)[nH]c2=O)cc1C,0.6
CC(C)(C)C(=O)C[S+]1CCCC1,4.1
COc1ccc(-c2nc3c(c(SCC(=O)Nc4ccc(OC)cc4OC)n2)COC(C)(C)C3)cc1,-5.1
O=C(COc1ccc(S(=O)(=O)N2CCCCC2)cc1)Nc1ccccc1Sc1ccccc1,-1.0
CC(C)c1ccc(NC(=O)c2ccc(CSc3ccc(Cl)cc3)cc2)cc1,4.7
CCn1ccc2cc(S(=O)(=O)N3CCC(C(=O)NCC4CCCO4)CC3)ccc21 (stereo not drawn),1.0
CN(CC(=O)NC1CCCCNC1=O)Cc1ccc(F)cc1F (stereo not drawn),9.4
Cc1ccc(CNC(=O)C2CCCN(S(=O)(=O)c3cc(-c4noc(C)n4)ccc3C)C2)cc1 (stereo not drawn),-10.1
C(=Nc1ccccc1)c1ccc(-c2cccs2)s1,2.6
CC(NCc1cccc(Oc2nnnn2-c2ccccc2)c1)c1ccccc1 (stereo not drawn),8.5
Cc1ccc(-c2nc(CN3CCCC3c3cc(C)no3)co2)cc1 (stereo not drawn),4.7
COC(=O)CNC(=O)c1ccc(C)cc1C,-20.8
O=C(Cn1c(=O)n(-c2ccccc2F)c(=O)c2sccc21)NC1CCc2ccccc21 (stereo not drawn),9.2
Cc1ccc(N(C(=O)C23CC4CC(CC(C4)C2)C3)C2C=CS(=O)(=O)C2)cc1 (stereo not drawn),9.1
O=C(/C=C/c1ccco1)Nc1ccc2oc(-c3ccccc3F)nc2c1,4.5
CC(C)=CCC[C@H](C)C[C@@H]1Cc2[nH][nH]c(=O)c2[C@@H](c2ccc(F)cc2)O1,-1.1

# Rewritten tab-delimited: entries from further up
SMILES	LDHA block
CC(C)CC1=NN(C(=O)CSCc2ccccc2Cl)C(O)(C(F)(F)F)C1 (stereo not drawn)	-1.7
CCOC(=O)c1c(C)n(CC)c2ccc(OC(=O)c3ccccc3)cc12	9.2
O=C1CCSc2ccc3ccccc3c21	0.3
Cc1ccc2nc(-c3cccnc3)cc(C(=O)NC3CC3)c2c1	-6.8

# 5 entries already listed, arranged by their value in LDHA block, falling.
Compound | LDHA block
CCOC(=O)c1c(C)n(CC)c2ccc(OC(=O)c3ccccc3)cc12 | 9.2
CCn1ccc2cc(S(=O)(=O)N3CCC(C(=O)NCC4CCCO4)CC3)ccc21 (stereo not drawn) | 1.0
Cc1ccc(NC(=O)Nc2c[nH]c(=O)[nH]c2=O)cc1C | 0.6
Cc1ccc2nc(-c3cccnc3)cc(C(=O)NC3CC3)c2c1 | -6.8
COC(=O)CNC(=O)c1ccc(C)cc1C | -20.8

# Continued.
SMILES,LDHA block
COc1ccc(C(CNC(=O)CCc2nnc(-c3ccccc3)o2)N(C)C)cc1 (stereo not drawn),11.2
COc1cc(CNC(=O)Cc2ccsc2)ccn1,3.9
CN1CCC(N2CCN(C3CN(Cc4cn(Cc5ccc(C(F)(F)F)cc5)nn4)S(=O)(=O)C3)CC2)CC1 (stereo not drawn),1.0
Cc1cc(C(=O)CN2CCN(Cc3ccc4c(c3)CCO4)CC2)c(C)n1C1CCS(=O)(=O)C1 (stereo not drawn),8.4
COc1ccc(/C=C/c2nc(C#N)c(NCCCN(C)C)o2)cc1OC,12.8
COc1cccc(Sc2nc(N(C)C)ncc2S(=O)(=O)c2ccc(Cl)cc2)c1,-1.1
C=CC(=O)NC(NC(=O)C=C)c1ccccc1,6.3
CN(C(=O)COC(=O)c1ccc(F)c(Cl)c1)c1ccc(F)cc1,-3.3
CCOCc1ccccc1CNC(=O)c1ccc2c(c1)NC(=O)CS2,-14.3
COc1cc(C(C)=O)ccc1OCC(=O)OCc1ccc2c(c1)OCO2,5.1
O=C(CC1CC2CCC1C2)NCc1ccccn1 (stereo not drawn),-10.4
CC(NC(=O)/C=C/c1ccc(Cl)cc1)C12CC3CC(CC(C3)C1)C2 (stereo not drawn),3.1
CCN(Cc1ccccc1)c1ccc(/C=N/NS(=O)(=O)c2cc(C)ccc2C)cc1,14.6
CC(C)CC(CNC(=O)Cc1n[nH]c(=O)c2ccccc12)N1CCOCC1 (stereo not drawn),-9.5
Cc1ccc(C(=O)O)c(OCC(=O)NCc2ccco2)c1,2.4
CC(C)N(CCNC(=O)C(c1ccccc1)c1ccccc1)C(C)C,8.1
O=C(NCc1noc(-c2ccccc2)n1)c1ccc(Br)o1,15.7
Cc1ccc2c(=O)cc(C(=O)Nc3nnc(CC(C)C)s3)oc2c1,-2.0
O=C(Nc1c(NC2CCCC2)c2ccccc2oc1=O)c1ccc(Br)o1,-1.5
CCC(C)[C@H](NC(=O)C1CCC(Cn2nnc3ccccc3c2=O)CC1)C(=O)O (stereo partly drawn),-0.6
O=C(O)C/C(=C/c1csc(-c2ccc(F)cc2)n1)c1nc2ccccc2s1,-4.4
O=C1NC[C@@H](CCCCN2CCN(CCC3CCCCC3)C(=O)C2=O)N(CCC2CCCCC2)C1=O,-0.9
Cc1cccc2c1NC(=O)C21CC(=O)Nc2c1cnn2-c1ccccc1 (stereo not drawn),6.1
O=C1CCCC2=C1C(c1ccccc1F)Nc1nonc1N2 (stereo not drawn),-3.3
Cc1ccccc1Nc1nc(-c2cc3cc(Cl)ccc3oc2=O)cs1,6.4

# (list continues)
SMILES,LDHA block
CN(CCOC(=O)c1ccccc1F)C(C)(C)C,11.8
Cc1cc(SCC(=O)Nc2ccc(F)c(F)c2F)nc2ccccc12,-34.2*
Cc1c(O)ccc2c(CN3CCN(CCc4ccccn4)CC3)cc(=O)oc12,-1.0
Cc1nn(C)cc1B1OC(C)(C)C(C)(C)O1,-1.3
CCC(CC)C(=O)Nc1sc2c(c1C#N)CCC(C(C)(C)CC)C2 (stereo not drawn),11.9
O=C(OCc1nc2ccccc2o1)c1cccc(F)c1,1.9
Cc1ccc2nc(-c3ccc(O)cc3)c(C)c(C(=O)O)c2c1,3.6
O=C(NCc1ccccc1Cn1cccn1)c1cn[nH]c1-c1ccc(Cl)cc1,-0.4
O=C(NCc1ccncc1)c1cc2cc(Cl)ccc2[nH]1,-11.6
Cc1cccc(-n2ncc3c(NNC(=O)C4CCCCC4)ncnc32)c1,-1.5
CC(C(=O)N(C)Cc1ccccc1)N(c1ccc(Oc2ccccc2)cc1)S(C)(=O)=O (stereo not drawn),5.5
CC(=O)c1c(C(F)(F)C(F)(F)F)n[nH]c1C,-1.3
Cn1c(=O)c2c(nc(Cl)n2CCOc2cccc(Cl)c2)n(C)c1=O,-5.3
O=[N+]([O-])c1ccc(Br)c2ccncc12,21.0
COc1ccc2c(c1)CCC/C2=N\OC(=O)c1cc(Cl)ccc1OC,3.0
CCOC(=O)c1c(C)[nH]c(C(=O)C(C)N(C)Cc2ccc(F)cc2)c1C (stereo not drawn),2.9
C=CC[N+](CC)(CC)CC#Cc1ccc(C)cc1,1.2
Cc1ccc(CN(C)C(=O)NC(c2ccc3c(c2)OCCCO3)C(C)C)c(C)c1 (stereo not drawn),5.8
Cc1sc(N2CCOCC2)nc1-c1ccc(NS(C)(=O)=O)cc1,-8.1
N#Cc1cc2c(nc1SCCOc1ccccc1)CCCCC2,2.9
CC1=C(C(=O)c2ccccc2)C(NC(=O)CC(C)C)(C(F)(F)F)C(=O)N1Cc1ccccc1 (stereo not drawn),4.4
COC1C(C2COC3(CCCCC3)O2)OC2OC3(CCCCC3)OC21 (stereo not drawn),-3.7
COc1ccccc1Nc1nc2nccc(-c3cccnc3)c2c(=O)[nH]1,4.5
Cc1ccc(S(=O)(=O)N2CCN(C(C(=O)O)c3c[nH]c4cc(Cl)ccc34)CC2)cc1 (stereo not drawn),-6.6
CC(C)(C)C1CCC(OCC(O)CN(CCO)CCO)CC1 (stereo not drawn),-4.0
N#Cc1cccc(NC(=O)N2CCN(c3ncccc3Cl)CC2)c1,-7.9
CCC(CC)C(=O)N1N=C(c2cccc(OC)c2)CC1c1ccc2nccnc2c1 (stereo not drawn),14.3

# Compound activity as filed in PubChem BioAssay.
